High-throughput results: PubChem BioAssay, National Center for Advancing Translational Sciences (NCATS)
A-T KAP1 phos – potential ataxia-telangiectasia treatments restoring KAP-1 phosphorylation; Potency, µM (series often up to 57.5 µM), inactives show at the highest dose activation, actives largely listed as activators; 0.19% of 320,000 active; AID 485349; […] A-T fibroblasts, KAP-1 phosphorylation AlphaLISA; neocarzinostatin DNA damage 30 min before lysis; also: potency is read from the fitted curve at half-maximal effect; % of control where 0% means no effect; nearly all actives have a fitted effect of over 45% in size
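ATM-like activity read as KAP-1 phosphorylation via AlphaLISA donor/acceptor antibody pairs after lysis and 6 hr at 25C. Cells were ATM-null patient fibroblasts ([…], hTERT), dosed 60 min, then exposed to the DSB inducer NCS for 30 min.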
Mito fusion act – inhibitors of mitochondrial division or activators of mitochondrial fusion; S. cerevisiae fusion-defective mutant growth rescue, CellTiterGlo 48 h; Potency, µM (series often up to 46.1 µM), for inactives: at the highest dose growth rescue (activation), usual class: activators; 0.23% of 320,000 active; AID 485298;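 also: potency is read from the fitted curve at half-maximal effect; % of control where 0% means no effect; nearly all actives have a fitted effect of over 45% in size; temperature-sensitive fusion mutants such as fzo1-1 at 37 °C on non-fermentable ethanol glycerol medium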
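Luminescent cell viability in 1536-well qHTS format served as the measure of rescued growth in ts fusion-mutant S. cerevisiae cultured on non-fermentable YPEG for 48 hours at 37C.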
USP2a inh – USP2a (human) protease inhibition. Potency, µM (doses to about 38.3 µM), inactives show at the top dose activity change, negative = inhibition, hits mostly inhibitors. USP2 core, Ub-CHOP2 coupled fluorogenic reporter, 485/531. 0.01% of 330,000 active. O75604;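 also: potency is read from the fitted curve at half-maximal effect; plate controls were DMSO wells for no effect and full inhibition by NEM control for full effect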
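USP2 core (10nM final) preincubated 30min RT with compound in 20mM Tris-HCl pH 8.0, 2mM CaCl2, 2mM beta-mercaptoethanol, 0.05% CHAPS; 25nM Ub-CHOP2 plus 25nM reporter substrate added, fluorescence (Ex485/Em531) read after 60min.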
ELG1 DNA repair – ELG1-dependent DNA repair inhibition; HEK293T ELG1-luciferase reporter, luminescence, 16 h; DNA damage induced by 5-fluorouridine; Potency, µM (doses to about 46.1 µM), inactives show at the highest dose activity change, negative = inhibition, most hits filed as inhibitors; 2.3% of 330,000 active; also: potency is read from the fitted curve at half-maximal effect; % is scaled to controls: 0 for no effect and ±100 for the full control effect; nearly all actives have a fitted effect of over 55% in size
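5-Fluorouridine DNA damage + compound/DMSO, 2,000 cells/well, 16 h, 37 °C/5% CO2. ONE-Glo, 30 min RT, luminescence. Readout = decrease in reporter signal.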
KCNH2 3.1 block – KCNH2 3.1 (human) potassium channel inhibition; U2OS KCNH2 3.1, thallium flux FluxOr; stronger effect = lower value; activity change, % (tested at about 1.8 µM); 0.95% of 340,000 active; AID 720553;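 active = maximum activity change below -70%; inconclusive = maximum activity change from -70% to -50%; inactive = maximum activity change above -50%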;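 also: thallium influx rate constant from kinetic fluorescence after stimulation buffer; % is scaled to controls: 0 for no effect and ±100 for the full control effect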
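Kinetic fluorescence (2 min after stimulation buffer) measures Tl+ influx through KCNH2 3.1 expressed by viral transduction in U2OS cells; the rate constant is normalized against DMSO controls serving as positive and negative references.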
Eya2 inh – inhibitors of human Eya2 phosphatase activity; O00167; 0.006% of 330,000 active; recombinant Eya2, OMFP fluorescence dephosphorylation (OMFP is methylfluorescein phosphate); Potency, µM (top dose mostly 76.9 µM), inactives show at the top dose activity, negative = inhibition, actives largely listed as inhibitors; AID 488837; also: potency is read from the fitted curve at half-maximal effect; % is scaled to controls: 0 for no effect and ±100 for the full control effect
Target sequence (O00167 whole entry, looked up): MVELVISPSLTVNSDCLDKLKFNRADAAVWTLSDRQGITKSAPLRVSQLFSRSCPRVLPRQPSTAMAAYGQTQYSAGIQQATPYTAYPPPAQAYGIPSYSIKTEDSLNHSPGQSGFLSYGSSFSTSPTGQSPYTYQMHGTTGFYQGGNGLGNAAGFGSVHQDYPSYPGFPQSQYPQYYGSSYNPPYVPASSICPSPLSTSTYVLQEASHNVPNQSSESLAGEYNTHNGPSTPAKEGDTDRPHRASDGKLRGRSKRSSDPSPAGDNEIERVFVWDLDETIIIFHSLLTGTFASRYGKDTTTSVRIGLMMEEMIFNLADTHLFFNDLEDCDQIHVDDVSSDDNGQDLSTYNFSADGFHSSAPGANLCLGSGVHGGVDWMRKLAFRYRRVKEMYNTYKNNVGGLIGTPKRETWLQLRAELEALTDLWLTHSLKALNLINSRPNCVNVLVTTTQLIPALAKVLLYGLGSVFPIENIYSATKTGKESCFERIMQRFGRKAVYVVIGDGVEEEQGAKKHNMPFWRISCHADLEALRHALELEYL
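Eya2 protein (added as 0.2 uM solution) was preincubated with compound for 10 min at ambient temperature in 50 mM HEPES pH 7.5, 50 mM NaCl, 5 uM MgCl2, 0.05% BSA, 1 mM DTT. OMFP (added at 50 uM) then reacted 10 min; fluorescence read at 485/525 nm.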
TSHR antag – blocks TSH signaling through the human TSH receptor. P16473. TSHR-expressing cells, TSH-stimulated cAMP HTRF, 2 h; stronger effect = lower value. activity change, negative = inhibition, % at 11.5 µM. 0.2% of 330,000 active. AID 504810;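 active = activity change below a set negative limit, meaning inhibition stronger than a set level, cut at about -70% in these data; inconclusive = activity change between two set negative limits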; also: % is scaled to controls: 0 for no effect and ±100 for the full control effect
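TSHR-expressing cells were treated with compounds, then stimulated with TSH at EC80 (4nM final) for 2 hours at 37 deg C. Cellular cAMP was measured by HTRF competition between lysate cAMP and cAMP-d2 for a cryptate-labelled anti-cAMP antibody.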
TCR activator – activates T cell receptor signaling. primary human leukocytes, anti-CD3, IL-2 HTRF, 48 h. Potency, µM (titrated, usually from 9.22 µM), for the others: at the top dose activation of IL-2 secretion, hits mostly activators. 330,000 tested, under 10 active. AID 504894; also: % of control where 0% means no effect
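TCR engagement came from a-CD3 beads alone, with compounds added to primary human leukocytes for 48 hr. Secreted IL-2 bridged europium cryptate- and d2-labelled anti-IL-2 antibodies, giving FRET emission at 665nm after 320nm excitation.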
KCNH2 WT inh – blocks the wildtype human KCNH2 potassium channel; U2OS, BacMam KCNH2, thallium flux FluxOr; stronger effect = lower value; activity change, % at 1.84 µM; AID 720551; 0.37% of 340,000 active;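 active = maximum activity change below -70%; inconclusive = maximum activity change between -70% and -50%; inactive = maximum activity change above -50%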; also: % is scaled to controls: 0 for no effect and ±100 for the full control effect
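U2OS cells were transduced with wild-type KCNH2 virus (2.03 x 10^8 / mL) for 4 h at room temperature, then cultured overnight at 37 C. Thallium flux was read with FluxOr dye. Rate constants were normalized to DMSO controls.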
TRPV1 ag – activates the human vanilloid receptor TRPV1. 0.19% of 320,000 active. activation, % at 8.33 µM. TRPV1-expressing cells, Fluo-8 calcium influx, agonist mode. Q8NER1; in the data active = activation above about 80%; inconclusive = between about 30% and that limit; also: 0% is about no effect
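Cells expressing TRPV1 were dye-loaded with Fluo-8 and read kinetically: 10 s baseline, 3 min after compound (agonist portion), then 2 min after EC20 capsaicin (allosteric enhancer portion). Calcium-bound dye fluorescence at 480/520 nm.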
Active calls of the source: *; i = inactive; ? = inconclusive; nt = not tested or not shown; [ ] = another dose, or the depositor's remark. Unless noted, calls follow the shape of the dose curve; as a rule, active = well fitted curve in the direction sought with a large enough effect; inconclusive = small, poorly fitted or top-dose-only effect, or another doubt; inactive = no such curve, though single readings can be large; an effect the other way counts as inactive or inconclusive. Some of the compounds tested (hit frequency here may not be typical).

SMILES	A-T KAP1 phos	Mito fusion act	USP2a inh	ELG1 DNA repair	KCNH2 3.1 block	Eya2 inh	TSHR antag	TCR activator	KCNH2 WT inh	TRPV1 ag
Cc1cc(C)cc(OCc2ccc(C(=O)O)o2)c1	-3%	-7%	0%	?	-39	-36%	-3	2%	8	-13
COc1ccc(CN(C(C)=O)c2cccc(C)c2C)cc1	-1%	11%	-1%	-24%	-5	12%	0	2%	3	11
O=C(N/N=C/c1ccc(Br)s1)c1c[nH]c2ccccc12	4%	?	1%	?	-1	-23%	0	-2%[46.1 µM]	-28	?
Cc1c(NC(=O)c2ccc(S(=O)(=O)N3CCOCC3)cc2)c(=O)n(-c2ccccc2)n1C	-9%	2%	1%	9%	2	-1%	-3	-1%	-10	-2
O=C(CO/N=C/c1ccc(OC(F)F)cc1)NC1CCCCC1	-8%	21%	2%	-15%	-12	-1%	-6	-1%	nt	12
CC(C)n1c(CCC(=O)O)ccc1-c1ccccc1	5%	-1%	-2%	2%	-8	26%	-4	-1%	-5	3
COc1cccc(CNc2ccc(N3CCC(C)CC3)cc2)c1OC	-4%	1%	-7%	?	-5	-8%	13	4%[46.1 µM]	11	3
Cc1c(C#N)sc(C(N)=O)c1C	29%	-2%	0%	-4%	2	5%	20	4%	i	1
Cc1cccc(OCc2nnc(SCC(=O)Nc3nccs3)o2)c1	-6%	5%	2%	-4%	-4	13%	-3	-6%	-4	1
COc1cc(CNCCO)cc(Cl)c1OCc1ccccc1Cl	2%	-5%	2%	?	23	-7%	1	1%	2	3
CCCCC(=O)Nc1ccc2c3c(cccc13)C(=O)N2CC	3%	1%	1%	30%	1	-5%	0	0%	3	1
COc1cccc(NC(=O)CC2Oc3ccccc3NC2=O)c1 (stereo not drawn)	0%	9%	0%	2%	20	13%	3	-8%	-3	-4
O=C(NC(Cc1ccccc1)C(=O)O)c1ccccc1 (stereo not drawn)	-9%	6%	-1%	0%	-2	9%	13	3%	1	1
CC1CCCN(C(=O)COC(=O)c2ccc3[nH]c4c(c3c2)CCCC4)C1 (stereo not drawn)	7%	10%	2%	?	-15	1%	-7	2%	-12	16
CC1CCCC(C)N1C(=O)CN1C(=O)c2ccccc2S1(=O)=O (stereo not drawn)	-2%	-1%	-2%	5%	-2	19%	-5	nt	-5	2
CC(NC(=O)CCC1COc2ccccc2O1)c1ccccc1 (stereo not drawn)	0%	-3%	3%	0%	-22	22%	2	nt	6	?
CCN1CCN(c2ccc(S(=O)(=O)N3CCCCC3)cc2NC(=O)COc2ccc(Cl)c(C)c2)CC1	7%	-8%	1%	23µM*	-37	-4%	8	5%	-13	?
C=C(C)c1cccc(C(C)(C)NC(=O)N2CCN(c3ccc(OC)cc3)CC2)c1	10%	-4%	-4%	-8%	-9	-2%	-9	1%[46.1 µM]	6	14
N#CCCN(CCC#N)C(=S)NC1CC2C=CC1C2 (stereo not drawn)	6%	11%	0%	9%	-22	-10%	7	0%	-7	-1
CCN(CC)c1ccc(/C=N/NC(=O)CNC(=O)/C=C/c2ccco2)cc1	-6%	6%	-1%	?	4	0%	-13	7%	-9	-2
COc1cccc(NC(=O)CN(C)C(=O)CNC(=O)c2ccccc2F)c1	-5%	0%	-4%	4%	10	-8%	4	-4%	-1	5
CCn1cc(CN2CCC(n3nccc3NC(=O)CCOc3ccccc3)CC2)c(C)n1	16%	1%	0%	11%	9	-2%	16	-6%	-10	1
CCSc1cc(C2C(C#N)=C(N)OC(C)=C2C(=O)OC)c(C)o1 (stereo not drawn)	13%	7%	-1%	11%	-10	-2%	26	1%	1	-7
Cc1nc(SCC(=O)NCc2ccco2)c2c3c(sc2n1)CCCC3	-5%	3%	-1%	?	2	17%[15.4 µM]	-1	6%	3	2
COc1ccc(CN2C(=O)c3cccnc3C2=O)cc1S(=O)(=O)N1CCCCC1C (stereo not drawn)	-1%	0%	4%	?	26	0%	50	-12%	-7	2
CCC(=O)N1CCc2cc(Br)cc(S(=O)(=O)N3CCC(C(=O)NCCCOC(C)C)CC3)c21	5%	23%	2%	1.6µM*	-4	7%	27	1%	4	2
COc1ccc(N(CC(=O)NCCSCc2ccc(C)cc2)S(=O)(=O)c2ccccc2)cc1	2%	-4%	0%	?	nt	6%	-6	1%	2	-1
CC(=O)Nc1ccc(S(=O)(=O)N2CCN=C2C)cc1	3%	-3%	1%	8%	3	-15%	1	2%	-12	-2
Cc1c(C)c(C)c(/C=[N+](/C)[O-])c(C)c1C	6%	nt	5%	9%	1	-9%	33	0%[46.1 µM]	-4	-4
N#C/C(=C/c1ccc(Cl)cc1)NC(=O)c1ccccc1	-2%	-1%	-6%	?	0	2%	24	3%	-2	4
COc1cc(C(C)=O)ccc1OCC(=O)NCCCn1nc(C)cc1C	3%	nt	-5%	?	12	3%	nt	-4%	2	nt
O=S(=O)(c1ccc(Br)cc1)c1nc(-c2ccco2)oc1NCC1CCCO1 (stereo not drawn)	-1%	-1%	0%	-2%	-16	-4%	-7	7%	-2	16
Oc1c(Br)cc(Br)cc1CNc1ccc(F)cc1	4%	0%	1%	6%	5	5%	10	-7%	12	-3
CSc1ccc(S(=O)(=O)NC(C)c2ccccc2)cc1 (stereo not drawn)	6%	1%	-1%	-10%	-16	5%	-9	9%	-8	1
Cc1oc(-c2cccc(Cl)c2)nc1CN1CCC(C(=O)NCCCN2CCCC2=O)CC1	0%	0%	4%	-10%	-5	-6%	-5	0%	0	0
Cc1cc(=O)oc2cc(OCCc3ccccc3)ccc12	10%	27%	1%	?	16	-8%	4	-4%	7	19

The list goes on; the last 3 above are carried over.
SMILES	A-T KAP1 phos	Mito fusion act	USP2a inh	ELG1 DNA repair	KCNH2 3.1 block	Eya2 inh	TSHR antag	TCR activator	KCNH2 WT inh	TRPV1 ag
CSc1ccc(S(=O)(=O)NC(C)c2ccccc2)cc1 (stereo not drawn)	6%	1%	-1%	-10%	-16	5%	-9	9%	-8	1
Cc1oc(-c2cccc(Cl)c2)nc1CN1CCC(C(=O)NCCCN2CCCC2=O)CC1	0%	0%	4%	-10%	-5	-6%	-5	0%	0	0
Cc1cc(=O)oc2cc(OCCc3ccccc3)ccc12	10%	27%	1%	?	16	-8%	4	-4%	7	19
CC(=O)Nc1ccc(N2CCc3c(C)c(C#N)c4nc5ccccc5n4c32)cc1	-6%	-3%	5%	?	nt	3%	-2	-12%[46.1 µM]	nt	3
c1ccc(C2=NC(c3ccccc3)N=C(c3ccccc3)N2)cc1	1%	2%	-2%	-11%	-42	13%	23	-8%[46.1 µM]	29	7
COc1ccccc1CNC(=O)COC(=O)C1=COCCO1	-1%	1%	3%	1%	-12	3%	-7	-4%	10	0
Cn1c(CCN2CCCCC2)nc2cc(NC(=O)C3CCCCC3)ccc21	-2%	0%	1%	3%	?	12%	0	9%	1	-1
COc1cccc2c1CCc1c-2nc2ccccc2c1C(=O)O	8%	5%	-2%	?	1	3%	9	-1%	-4	4
Cc1ccc(S(=O)(=O)Nc2ccc3[nH]ccc3c2)cc1	2%	1%	3%	?	9	9%	1	0%	14	0
Cc1ccc(N/C=C(/C#N)c2ccsc2)cc1	nt	-2%	nt	nt	-2	nt	nt	-2%	8	?
CC(c1nc2scc(-c3ccccc3)c2c(=O)[nH]1)N1CCN(CC(=O)NC2CC2)CC1 (stereo not drawn)	-2%	0%	0%	-10%	0	0%	-8	3%	8	-3
CC1(C)CC(=O)C=C(NCC(=O)O)C1	3%	-4%	6%	?	3	5%	-7	nt	-10	1
Cc1ccnc2nc(C(=O)OCC(=O)N3CC(C)CC(C)C3)nn12 (stereo not drawn)	-5%	4%	3%	14%	17	5%	-4	1%	-2	3
O=C1O[C@@H](c2ccc(O)cc2)Cc2cccc(O)c21	11%	7%	2%	19%	8	2%	-15	-2%	4	-3
CNC(=O)CCCN1C(=O)c2ccccc2Sc2ncccc21	11%	-1%	1%	7%	9	-10%	1	-72%	-8	-1
COc1ccc2c(c1)nc(N)n2Cc1ccccc1	19%	-6%	5%	12%	13	0%	30	3%	-1	nt
CSCc1ccc(C(=O)NCc2ccc(F)cc2)cc1	2%	1%	-1%	15%	-1	0%	-12	-1%[46.1 µM]	1	?
CCN(Cc1ccncc1)C(=O)c1ccc(C)c(S(=O)(=O)N2CCCCC2)c1	6%	nt	2%	?	-3	0%	nt	5%	-7	nt
COc1ccc(S(=O)(=O)N(C)CC(=O)NCCC2=CCCCC2)cc1OC	-9%	-1%	0%	-6%	8	6%	3	-25%	-14	9
Cc1nnc(NC(=O)c2ccc(F)c(S(=O)(=O)N3CCCCC3)c2)s1	-2%	0%	2%	1%	-18	1%	-2	2%	1	3
Cc1cccc(C)c1NC(=O)COC(=O)C1CC1	-7%	-3%	0%	20%	-40	16%	6	2%	-9	0
